Dynein transport: blocks dynein driven cargo transport along microtubules; 3617.4 mouse cells, GR-EGFP nuclear translocation imaging; test concentration mostly 20 µM; stimulated with dexamethasone, 1 µM; active compounds read low; z-score, hits read low; 220,000 tested, 0.47% active;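 active = plate z-score of nuclear minus cytoplasmic receptor signal below a set negative limit, without overly bright fluorescence or cell loss, cut at about -3.5 in these data, passing the limit was not always enough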;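 also: z-score of nuclear minus cytoplasmic ring GR-EGFP intensity difference per well; some compounds called inactive have numbers as strong as hits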
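Buffer or medium – tet-free medium with charcoal-stripped serum · Signal – automated 10x imaging of fixed Hoechst-stained cells · Also added – dexamethasone agonist, 1.0 µM final, for 30 min · Incubation – induction 48 h, compound 1 h, agonist 30 min · Read-out – GR-EGFP nuclear translocation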
Ins promoter up: MIN6 insulin promoter up-regulation; 190,000 tested, 0.3% active; z-score at 5 µM; AID 1625; MIN6 insulin promoter-GFP reporter, high-content imaging; active compounds read high;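 active = z-score above 3 at 5 µM with at least 500 cells counted in the well; inconclusive = wells under 500 cells, flagged as cytotoxic or low count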
bCat nuc transl: modulators of beta-catenin nuclear translocation; HeLa beta-catenin nuclear translocation, immunofluorescence imaging; nuclear translocation activity, % at 5 µM; 190,000 tested, 0.3% active; AID 1665;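 active = nuclear translocation activity above 50% at 5 µM, with a well cell count of 50 or more; inconclusive = wells under 50 cells across six images, flagged as toxic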;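 also: per-cell ratio of nuclear to cytoplasmic median beta-catenin stain intensity; plate controls were DMSO negative control for no effect and GSK-3 inhibitor IX positive control for full effect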
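Signal – beta-catenin immunofluorescence imaging with DAPI · Test system – human HeLa cell line · Dosing – 5 µM primary single dose, 0.1% DMSO, 0.02–20 µM confirmation series · Measure – % activation, nuclear-to-cytoplasmic median beta-catenin signal ratio per cell · Incubation – 24 h compound exposure at 37°C, 5% CO2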
P. falciparum M1AAP: P. falciparum M1AAP inhibitors, biochemical, fluorogenic H-Leu-NHMec substrate, 1536-well (AID 1445); recombinant M1AAP, H-Leu-NHMec fluorogenic kinetic assay; higher % means a stronger effect; inhibition, % at 30 µM; hits with a dose series show IC50 in µM; 220,000 tested, 0.42% active;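 active = primary inhibition above the hit cutoff, then over 50% inhibition at one or more dose response concentrations, cut at about 23% in these data, passing the limit was not always enough; inconclusive = conflicting primary data, or primary hits not chosen for dose response; inactive = low primary inhibition, or under 50% at every dose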;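 also: plate controls were DMSO full reaction for no effect and no enzyme background for full effect; strong numbers were not always called active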
Autophagy HCS: modulators of autophagy; MEF GFP-LC3 puncta imaging; test concentration mostly 10 µM; 190,000 tested, 0.98% active; calls only at 10 µM (by protocol);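 active = percentage of spot-positive cells more than 3 SD above its plate mean, without a fluorescence outlier flag or 80% toxicity; inconclusive = no clear call, values can overlap the other calls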;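 also: spot-positive cell cutoff set from DMSO-treated cells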
M17LAP inhibition: P. falciparum M17LAP inhibitors, primary screen, biochemical, fluorogenic H-Leu-NHMec substrate, 1536-well (AID 1619); recombinant M17LAP, H-Leu-NHMec fluorogenic kinetic assay; higher % means a stronger effect; one-dose inhibition, % at 30 µM; IC50 in µM for titrated hits; 220,000 tested, 0.38% active;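 active = compound inhibiting the enzyme by more than half at any dose during confirmatory dose-response retesting; inconclusive = strong single-dose inhibitors picked by rank but not retested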;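 also: plate controls were full reaction with DMSO carrier for no effect and no enzyme background for full effect; strong numbers were not always called active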
K1F lysis inhibition: protection from phage-mediated lysis, alamar blue read-out – E. coli UTI89, K1F phage, bacterial capsule biogenesis inhibitors (AID 488966). E. coli UTI89 K1F phage lysis, alamar blue, 2 h; higher % means a stronger effect. one-dose inhibition, % at 100 µM; IC50 in µM for titrated hits. 340,000 tested, 0.02% active;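 active = phage lysis inhibition, versus mean bacterial control, above a set limit; inconclusive = no clear call, values can overlap the other calls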;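 also: capsule biogenesis inhibitors block K1F phage lysis so surviving cells raise fluorescence; higher fluorescence means more inhibition of phage lysis; actives were called in the ten point dose series up to 300 µM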
CSM14.1 death rescue: rescue of cells from ER stress-induced death, primary screen, 384-well, CSM14.1, thapsigargin, ATP luminescence (AID 1222); CSM14.1 thapsigargin-induced death rescue, ATP luminescence; higher % means a stronger effect; cellular ATP content (survival), % at 20 µM, or EC50 in µM where a hit was titrated; 190,000 tested, under 10 active;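 active = EC50 below 50 µM in the dose-response confirmation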;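 also: death triggered by thapsigargin at about 15 µM added after 2 h compound pretreatment; cell ATP read after overnight thapsigargin exposure of roughly 18 to 22 hours; normalized against plate controls of thapsigargin alone and 5% DMSO vehicle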
MT stabilizer: microtubule stabilization, imaging screen; HeLa tubulin immunostaining HCS, 24 h; share of cells brighter than vehicle mean+2SD; % tubulin-high responders, % at 10 µM; 200,000 tested, 0.83% active;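 active = plate Z-score above 3 for both tubulin-high and condensed-nucleus cell shares, with cell loss under 80%, at 10 µM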;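 also: anti alpha tubulin signal scored within the nucleus-defined area of each cell; some results filed as inactive read as strong as hits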
Dynein transport cytoplasmic EGFP: also measured in Dynein transport; calls as there; z-score; measured here: cytoplasmic GR-EGFP intensity; active compounds read high
Dynein transport nuclear GR-EGFP: second read-out of Dynein transport, no call of its own (marks repeat the call); z-score; measured here: nuclear GR-EGFP intensity;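 lower value marks the stronger effect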
Dynein transport cell count: further read-out of Dynein transport, marked with its call; z-score; measured here: cell count per field
Ins promoter up cell count: second read-out of Ins promoter up, no call of its own (marks repeat the call); cell count; measured here: cytotoxicity, nuclei count;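 total cells summed across four imaged fields per well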
bCat nuc transl cell count 5 µM: also measured in bCat nuc transl; calls as there; cell count; measured here: cell count, cytotoxicity flag
MT stabilizer Hoechst-high %: also measured in MT stabilizer; calls as there; % Hoechst-high responders; measured here: nuclear condensation Hoechst responders;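 share of cells brighter than vehicle mean plus two SD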
MT stabilizer cytotoxicity %: recorded beside MT stabilizer, whose call it bears; toxicity, %; measured here: cytotoxicity by cell density;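 0% = mean cell density of plate MIN control wells and 100% = no cells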
Autophagy HCS cell loss 18 h: recorded beside Autophagy HCS, whose call it bears; toxicity, %; measured here: cell loss, nuclei count;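 cell loss after 18 h compound exposure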
The depositor's hits bear a star; i = inactive; ? = inconclusive; · = not tested or not shown. The order is random; overall some 2.9% were active at least once.

SMILES | Dynein transport | Dynein transport cytoplasmic EGFP | Dynein transport nuclear GR-EGFP | Dynein transport cell count | Ins promoter up | Ins promoter up cell count | bCat nuc transl | bCat nuc transl cell count 5 µM | P. falciparum M1AAP | Autophagy HCS | Autophagy HCS cell loss 18 h | M17LAP inhibition | K1F lysis inhibition | CSM14.1 death rescue | MT stabilizer | MT stabilizer Hoechst-high % | MT stabilizer cytotoxicity %
CC1(c2nnc(-c3ccc(Cl)cc3)o2)CC(c2cccc(Cl)c2)=NO1 (stereo unspecified) | 1.24 | -0.623 | 0.747 | -0.864 | 0.87 | 885 | 0.1 | 1336 | 1.8% | · | · | 10.2% | 1.5% | · | · | · | ·
Cc1nc2ncnn2c(N2CCN(C(=O)c3cccc(F)c3)CC2)c1Cc1ccccc1 | 0.924 | -0.252 | 0.512 | 1.18 | -0.96 | 1305 | -7.1 | 998 | 10.3% | i | -3.7 | -3.0% | -0.9% | -1.3% | 4.1 | 1.2 | 8.6
COC(=O)c1ccccc1NC(=O)Cc1ccccc1OC | 1.36 | -0.187 | 0.94 | -0.461 | · | · | -2.5 | 1165 | -2.7% | i | 16.4 | 19.6% | 0.1% | -0.9% | 3.3 | 1.5 | 0.6
O=C1C=C(O)CC(c2cccs2)C1 (stereo unspecified) | -0.892 | -0.114 | -0.394 | -0.183 | -0.12 | 1242 | · | · | -1.4% | i | 15.3 | 14.9% | -0.4% | -2.9% | 1.9 | 1.9 | 4.3
Cc1ncc(C23CC4CC(CC(C4)C2)C3)[nH]1 | 0.283 | 0.1 | 0.518 | -0.857 | -0.53 | 1204 | -3.6 | 1014 | -0.9% | i | 2.2 | -1.5% | 1.0% | -0.6% | 3.5 | 2.4 | 9.3
C=CCOc1ccc(CNc2nccs2)cc1OC | -0.106 | -0.177 | -0.104 | 0.0158 | · | · | -2.8 | 1175 | 1.2% | i | -5.9 | 13.1% | 0.3% | -0.9% | 2.6 | 1.7 | 0.5
COC(CNc1ncnc2c1cnn2C)OC | -0.0314 | -0.187 | -0.13 | 0.721 | 0.65 | 1665 | 4.9 | 938 | 10.2% | i | 3.8 | -8.1% | 0.4% | -0.8% | 3.4 | 1.4 | 9.1
CCCOc1ccc(-c2c(C(=O)N/N=C/c3ccc(OCC)cc3)nnn2-c2nonc2N)cc1 | -0.262 | -0.278 | 0.222 | 1.02 | 0.31 | 1484 | 1.5 | 1024 | 18.2% | i | 4.7 | -2.4% | -0.7% | -1.0% | 2.6 | 2.9 | 7.8
Cc1nonc1OCCNCCNc1ccc([N+](=O)[O-])cc1Cl | 1.13 | 0.0588 | 0.704 | -1.79 | · | · | 0.1 | 1648 | 0.1% | i | 19.2 | 26.6% | 2.4% | -0.5% | 1.7 | 1.8 | 14.6
COc1ccc(CNC(=O)c2ccc(C)o2)cc1 | -0.652 | -0.131 | -0.00873 | -1.2 | · | · | 1.2 | 1091 | -0.4% | i | 0.7 | -8.6% | 0.4% | -0.9% | 3.3 | 2.4 | 7.4
COc1ccc(-c2cc(N)n(CCC#N)n2)c(OC)c1 | -0.012 | -0.212 | 0.222 | 0.465 | -0.23 | 993 | · | · | 4.4% | i | 1.9 | 1.8% | -0.2% | -1.6% | 3.3 | 3.0 | 7.2
O=C(Nc1cccc(S(=O)(=O)N2CCCCC2)c1)c1ccc2c(=O)n3c(nc2c1)CCCCC3 | 0.0738 | -0.118 | -0.0758 | -0.41 | -0.27 | 1092 | -2.2 | 1063 | -1.0% | i | -11.4 | 8.7% | 8.4% | 4.7% | 4.4 | 2.8 | 3.6
CC(=O)N1CCN(c2ccc(NCc3ccc4c(c3)OCO4)cc2)CC1 | -1.38 | -0.197 | -0.115 | 0.927 | 0.54 | 1214 | · | · | 10.4% | i | 2.5 | 4.2% | 0.0% | -1.9% | 1.0 | 0.7 | 13.0
CCOC(=O)NC(=S)Nc1cccc(NC(=S)NC(=O)OCC)c1 | -0.764 | -0.291 | -0.278 | 0.661 | -0.3 | 1345 | 0.3 | 1153 | 4.9% | i | 8.3 | 1.4% | 0.4% | -1.2% | 3.3 | 1.6 | 8.1
COC(=O)c1c(NC(=O)Cn2cc([N+](=O)[O-])cn2)sc2c1CCC2 | -0.356 | -0.218 | -0.795 | 0.815 | · | · | · | · | -7.5% | i | -2.0 | -4.7% | 0.5% | 0.3% | 2.7 | 1.6 | 8.2
O=C(/C=C/c1ccccc1)c1ccc(NC2=NCCCS2)cc1 | -0.612 | 0.14 | -0.619 | -0.471 | 0.09 | 1379 | · | · | 7.0% | i | 4.3 | -4.0% | 5.8% | 0.2% | 8.8 | 6.7 | 16.6
CCOC(=O)c1[nH]cnc1C(=O)Nc1ccc(C)cc1 | -0.343 | -0.201 | -0.204 | 0.362 | 0.34 | 1113 | -1.8 | 1356 | 2.5% | · | · | -2.4% | -0.2% | · | · | · | ·
COc1ccccc1NC(=O)Cc1noc(CSc2nnc(C)n2C)n1 | -0.524 | -0.357 | -0.782 | -0.643 | 0.45 | 1169 | -0.1 | 1094 | -2.4% | i | -1.9 | -2.5% | 0.2% | 1.5% | 4.0 | 1.6 | 8.9
O=C(CN(Cc1ccccc1)S(=O)(=O)c1ccccc1)N/N=C/c1ccccc1[N+](=O)[O-] | -0.636 | -0.209 | 0.354 | 0.739 | 0.33 | 1178 | -0.3 | 1476 | 9.9% | i | -12.4 | 5.7% | 3.5% | -1.2% | 2.2 | 1.1 | 8.0
CCOC(=O)c1c(CC(C)C)csc1NC(C)=O | -1.12 | 0.355 | -0.464 | -2.91 | -0.43 | 1382 | · | · | 1.3% | i | -7.8 | 4.7% | 0.1% | · | 1.8 | 1.3 | 4.9
Cc1nc2ccc(NC(=S)NC3CCCCC3)cc2nc1C | -0.471 | 0.013 | -0.102 | 0.452 | 0.75 | 1181 | -1.4 | 1102 | 1.9% | i | 6.6 | 4.5% | -0.9% | -1.7% | 2.9 | 1.9 | 9.8
O=C(NCc1cccs1)c1nc2c(nnn2Cc2ccc(F)cc2)c(=O)[nH]1 | 0.167 | -0.264 | 0.0351 | 0.149 | · | · | 2.5 | 1220 | 2.8% | i | -4.1 | 19.5% | -3.3% | -3.5% | 3.0 | 1.8 | 4.1
Cc1[nH]c2ccccc2c1C(c1ccccn1)N1CCC(C(N)=O)CC1 (stereo unspecified) | -1.05 | -0.126 | -0.412 | 0.85 | 0.67 | 1150 | 0.4 | 863 | 13.9% | i | -9.9 | 6.9% | -0.2% | -0.9% | 1.1 | 2.6 | 13.2
CN(C)C(=S)Nc1ccc(Br)c(Cl)c1 | -0.405 | -0.272 | -0.313 | 0.0392 | -0.01 | 1363 | -1.3 | 1317 | 5.5% | · | · | 4.4% | -2.5% | · | · | · | ·
NC(=S)Nc1cccc(Cl)c1 | -0.341 | -0.278 | -0.573 | 1.61 | -0.06 | 1196 | -0.6 | 1276 | 2.2% | · | · | -3.4% | -0.1% | · | · | · | ·

The results go on.
SMILES | Dynein transport | Dynein transport cytoplasmic EGFP | Dynein transport nuclear GR-EGFP | Dynein transport cell count | Ins promoter up | Ins promoter up cell count | bCat nuc transl | bCat nuc transl cell count 5 µM | P. falciparum M1AAP | Autophagy HCS | Autophagy HCS cell loss 18 h | M17LAP inhibition | K1F lysis inhibition | CSM14.1 death rescue | MT stabilizer | MT stabilizer Hoechst-high % | MT stabilizer cytotoxicity %
C#CCOCCOCCOCCNc1nc(N2CCN(C(=O)[C@H](CCCCN)n3cc([C@@H](N)C(C)CC)nn3)CC2)nc(N2CCN(C(=O)[C@H](Cc3cc4ccccc4[nH]3)n3cc([C@@H](N)CC(C)C)nn3)CC2)n1 (stereo partly specified) | 0.555 | -0.265 | 0.567 | -0.462 | -0.65 | 1533 | 1.0 | 1134 | 15.7% | i | -6.1 | 3.7% | ? | -1.4% | 2.5 | 1.3 | 4.1
CCCCn1c(CNC(=O)C23CC4CC(CC(C4)C2)C3)nnc1SCC(=O)Nc1nnc(C)s1 | -1.14 | -0.247 | -0.691 | 0.746 | 0.38 | 2041 | -0.9 | 1147 | 5.5% | i | -1.3 | 15.4% | 1.8% | · | 3.7 | 1.7 | 3.1
CC(c1n[nH]c(=S)n1-c1ccc(Cl)cc1)N(C)C (stereo unspecified) | -0.342 | -0.243 | -0.519 | 0.791 | 0.56 | 1283 | -6.6 | 567 | -5.0% | i | -9.9 | 15.4% | -0.1% | -3.3% | 3.0 | 3.3 | 9.1
COc1ccccc1NS(=O)(=O)c1ccc(C(N)=O)cc1 | -0.697 | -0.251 | -0.293 | 0.938 | -0.64 | 1495 | -2.9 | 1145 | 4.0% | i | 19.7 | -7.7% | -0.7% | 2.0% | 2.8 | 1.5 | 7.4
CC(C)C(=O)Nc1ccc2c3c(cccc13)CC2 | 0.0962 | 0.364 | 0.0323 | -0.0798 | 0.63 | 1484 | -0.5 | 1169 | 3.1% | i | 11.6 | 6.2% | -0.2% | 3.4% | 4.0 | 2.1 | 7.3
CC(=O)O/N=C1\C(=O)N(Cc2ccc(C)cc2)c2ccccc21 | 1.66 | -0.0765 | 1.04 | -0.875 | -1.06 | 1228 | -1.9 | 980 | -4.8% | i | -1.3 | 4.9% | -0.9% | 0.0% | 3.4 | 2.0 | 2.4
CN(c1cccc(Cl)c1)S(=O)(=O)c1cccc(C(=O)Nc2ccc3c(c2)CCC3)c1 | -0.395 | -0.168 | -0.525 | 0.798 | -0.43 | 1283 | 0.4 | 900 | 3.6% | i | 8.4 | -3.8% | 2.9% | -3.5% | 0.9 | 3.2 | 10.3
